BioA inh – inhibitors of Mycobacterium tuberculosis BioA enzyme. purified M. tuberculosis BioA enzyme, plate reader. inhibition, % at 9.99 µM. 0.096% of 360,000 active. AID 602481; in the data active means inhibition above about 40%; inconclusive means no clear call, values can overlap the other calls
Vc quorum ag – quorum light induction in luxS cqsA deficient V. cholerae; AID 588436; V. cholerae BH1578 lux reporter, luminescence, 6 h; 0.16% of 350,000 active; activation, % at 18.7 µM; in the data active means activation mostly above about 9.7%, no sharp cut-off; inconclusive means no clear call, values can overlap the other calls; inactive means mostly below about 3.7%; further: not every result past the cut was called active; inactives centre near 0; reference of the scale not given here
PfHsp40 yeast – rescue of PfHsp40-mediated yeast toxicity | 0.68% of 340,000 active | AID 504582 | growth rescue, % at 12.5 µM | S. cerevisiae expressing PfHsp40, growth rescue, ATP luminescence; in the data active means growth rescue above about 28%, passing the limit was not always enough; inconclusive means no clear call, values can overlap the other calls;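 further: yeast W303a lacking pdr1 and pdr3 grown in galactose medium; growth measured after three days at 30 °C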
Mtb UGM inh – blocks M. tuberculosis UGM enzyme; P9WIQ1; purified UGM, fluorescence polarization probe displacement; inhibition, % at 10 µM; 0.06% of 320,000 active; AID 504406; in the data active means inhibition above about 10%, passing the limit was not always enough; inconclusive means no clear call, values can overlap the other calls
Target sequence (P9WIQ1 whole entry, looked up): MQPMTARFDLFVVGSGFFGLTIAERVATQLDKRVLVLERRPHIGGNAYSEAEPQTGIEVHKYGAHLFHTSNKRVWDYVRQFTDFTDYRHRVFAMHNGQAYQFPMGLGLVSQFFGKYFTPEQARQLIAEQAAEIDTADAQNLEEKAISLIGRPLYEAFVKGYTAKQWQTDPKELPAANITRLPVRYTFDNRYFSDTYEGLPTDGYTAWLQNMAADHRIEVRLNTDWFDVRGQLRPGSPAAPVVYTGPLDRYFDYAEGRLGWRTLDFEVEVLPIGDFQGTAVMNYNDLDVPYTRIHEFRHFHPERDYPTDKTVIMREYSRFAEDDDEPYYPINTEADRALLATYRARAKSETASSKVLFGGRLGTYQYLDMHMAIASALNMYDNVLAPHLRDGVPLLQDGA
GDH-TPI inh – inhibits GDH-TPI coupling enzymes, artifact for Mtb FBA screen; AID 588335; inhibition, % at 4.8 µM; 1.2% of 360,000 active; GDH-TPI coupled enzyme counterscreen, NADH absorbance; in the data active means inhibition above about 30%;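 further: 0% = DMSO wells and 100% = wells lacking the enzyme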
FadD28 FP inh – blocks FadD28 binding to the bisubstrate probe. 0.22% of 360,000 active. AID 588549. fluorescence polarization. inhibition, % at 12.5 µM; in the data active means inhibition above about 8.5%, passing the limit was not always enough; inconclusive means no clear call, values can overlap the other calls
TcdB GH inh – blocks C. difficile toxin B glycohydrolase activity. P18177. TcdB glycohydrolase enzymatic assay, plate reader. inhibition, % at 9.99 µM. 0.24% of 350,000 active. AID 652162; in the data active means inhibition above about 10%
Mtb FBA inh – inhibitors of M. tuberculosis fructose-bisphosphate aldolase; P9WQA3; purified M. tuberculosis FBA, fluorescence read-out; inhibition, % at 1 µM; 2.3% of 360,000 active; in the data active means inhibition above about 27%;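 further: 0% = vehicle and 100% = reference inhibitor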
Target sequence (P9WQA3 whole entry, looked up): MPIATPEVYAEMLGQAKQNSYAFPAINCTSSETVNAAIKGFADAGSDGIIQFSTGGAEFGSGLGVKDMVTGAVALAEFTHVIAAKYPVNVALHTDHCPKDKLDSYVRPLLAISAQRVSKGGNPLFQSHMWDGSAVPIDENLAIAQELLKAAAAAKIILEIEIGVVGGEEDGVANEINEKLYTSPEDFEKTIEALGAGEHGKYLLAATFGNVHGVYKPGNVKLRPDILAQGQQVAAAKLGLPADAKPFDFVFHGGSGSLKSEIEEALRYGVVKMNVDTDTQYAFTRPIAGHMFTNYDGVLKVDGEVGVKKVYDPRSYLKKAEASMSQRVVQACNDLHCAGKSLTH
Yp Topo-I inh – Y. pestis Topo-I inhibition via cleavage products | Y. pestis Topo-I cleavage product accumulation, plate reader | activity, % at 10 µM | 0.064% of 360,000 active; in the data active means activity above about 50%, passing the limit was not always enough; inconclusive means no clear call, values can overlap the other calls; further: inactives centre near 2
An asterisk follows results filed as active; i = inactive; ? = inconclusive; nt = not tested or not shown.

SMILES	BioA inh	Vc quorum ag	PfHsp40 yeast	Mtb UGM inh	GDH-TPI inh	FadD28 FP inh	TcdB GH inh	Mtb FBA inh	Yp Topo-I inh
O=C(O)/C=C/C(=O)NCCC1=CCCCC1	nt	i	-2.0	2.7	-9	-2.9	0.4	1	5
CNC(=O)CSc1nc2sccc2c(=O)n1-c1ccccc1	0.2	-0.5	-1.5	-4.5	5	-0.4	0.7	-1	19
CCCOC(=O)Nc1ccc(S(=O)(=O)Nc2ncccn2)cc1	-0.8	-0.3	-0.4	-2.4	-3	-2.8	0.5	6	-7
COC(=O)[C@]1(C)N[C@H](c2ccc(SC3CCCCC3)cc2)[C@@H]2C(=O)N(C)C(=O)[C@@H]21	1.1	-0.4	0.0	0.0	-12	-3.9	0.6	0	15
CCCCOc1ccc(C(=O)NCC(=O)NCC(c2ccc(OC)cc2)N2CCOCC2)cc1 (stereo unspecified)	-0.5	i	0.1	2.9	5	nt	0.8	-3	3
Cc1cc(C)c2c(=O)n3c(nc2c1)C(CC(C)C)NC(=O)c1cc2ccccc2cc1-3 (stereo unspecified)	-1.4	i	nt	nt	2	-1.2	0.3	3	1
COc1ccc(OCC(O)CNS(=O)(=O)c2ccc(NC(C)=O)cc2)cc1 (stereo unspecified)	0.7	0.6	1.0	-3.3	1	-0.7	0.8	-1	2
Cc1nnc(NC(=O)c2ccc(S(=O)(=O)N3CCCCCC3)cc2)o1	-2.3	i	0.1	-0.2	7	-0.1	nt	-5	-2
Cc1cccc(NC(=O)c2nc[nH]c2C(=O)N[C@H](C)CO)c1	-1.7	-0.4	nt	nt	6	-2.7	0.3	3	3
CC1OC(OC2C(Oc3c(-c4ccc(O)cc4)oc4cc(O)cc(O)c4c3=O)OC(COC3O[C@@H](C)[C@H](O)[C@@H](O)C3O)C(O)C2O)C(O)C(O)C1O (stereo partly specified)	0.6	-0.3	1.1	4.0	22	-1.9	0.1	-1	5
OC1(c2ccc(F)cc2)CCN(Cc2ccccc2)C1 (stereo unspecified)	-1.0	-7.1	-1.0	-1.5	14	-2.6	0.9	2	1
NC(=O)C1(Nc2ccc(-c3ccc(Cl)cc3)cc2)CCCC1	-3.1	-0.9	-0.7	nt	13	0.1	-0.1	5	-8
CCc1nc2ccc(Cc3ccc4nc(CC)[nH]c4c3)cc2[nH]1	-1.0	i	2.9	0.1	7	-0.8	-3.1	0	-4
CC(C)n1c(O)c(N=NC(=O)c2ccccc2NS(=O)(=O)c2cccs2)c2ccccc21	nt	i	-0.1	1.7	12	-1.4	nt	-1	3
Cc1ccc(S(=O)(=O)NCCCCCC(=O)Nc2nccs2)cc1	-1.1	nt	-0.1	-0.5	3	1.2	-0.2	3	-4
CCN(C(=O)COc1ccc(N(C)S(=O)(=O)c2ccc(NC(C)=O)cc2)cc1)C1CCCCC1	-0.2	i	0.5	0.3	0	-3.9	-0.8	-2	29
O=C(Nc1ccc2ncccc2c1)c1cc(Cl)ccc1Cl	nt	i	1.4	2.0	8	-4.4	0.7	-1	9
COCCNC(=S)N1CCC(NC(=O)Nc2ccc(C)cc2)CC1	nt	-0.3	5.6	0.3	0	-0.9	1.8	-2	-4
CC(=O)Nc1ccc(S(=O)(=O)NCCC(=O)NC2CCCCCC2)cc1	0.4	-0.4	-1.2	nt	-10	-1.6	-0.3	3	0
CCOc1ccc(NC(=O)CC2C(=O)N(c3ccccc3)C(=S)N2Cc2ccccn2)cc1 (stereo unspecified)	3.1	i	1.1	-2.3	6	-2.0	nt	2	-7
Cc1ccc(O)c(C(=O)c2cc(C(=O)NCCc3ccccc3)c(=O)n(CCc3ccccc3)c2)c1	nt	i	-2.4	1.2	3	-4.4	0.8	-4	12
CC(C)NC(=O)c1ccccc1NC(=O)CS(=O)(=O)Cc1ccccc1	0.0	-8.0	-0.6	2.9	-5	-3.7	5.7	-1	3
O=C(NN1CCCCCC1)c1ccccc1F	7.2	-0.2	-0.8	nt	5	-1.3	1.0	-2	-3
CCOc1ccc(NC(=O)CSc2nnc(N)s2)c([N+](=O)[O-])c1	-1.0	-0.5	1.0	-1.3	1	-0.3	1.5	-6	-2
CCCCc1c(C)nn(-c2nnc3c4ccccc4n(CC)c3n2)c1C	-0.5	i	1.4	-0.3	9	1.5	nt	2	20
SMILES	BioA inh	Vc quorum ag	PfHsp40 yeast	Mtb UGM inh	GDH-TPI inh	FadD28 FP inh	TcdB GH inh	Mtb FBA inh	Yp Topo-I inh
CC(=O)N1CCN(C(=O)C(Cc2ccccc2)NC(=O)c2ccccc2)CC1 (stereo unspecified)	-0.8	i	-1.0	1.8	-3	nt	0.9	-2	5
COc1ccc(S(=O)(=O)Nc2nc3ccccc3s2)cc1	1.9	-1.3	0.1	-1.3	-4	-0.8	nt	0	-2
Cc1ccc2[nH]cc(CCNC(=O)/C=C/c3ccco3)c2c1	-1.2	-0.7	-1.2	0.6	-2	-0.9	-0.6	2	-5
O=C(O)CCC(=O)N(Cc1ccco1)c1nc(-c2ccccc2)cs1	0.1	-12	0.8	0.8	-3	-3.0	nt	-1	-10
O=C(NC(=O)c1ccccc1)Nc1ccccc1	3.4	-0.5	-0.4	1.6	4	0.0	1.1	-3	10
Cc1ccc(C)c(-n2cc(CN3CCCN(C=O)CC3)c(-c3ccccc3)n2)c1	1.3	i	-1.5	-1.2	9	-2.1	2.7	7	1
O=C1CC(=O)N(c2ccccc2F)C(=O)N1	-1.4	i	0.1	1.3	2	nt	0.2	1	7
O=C(Nc1cnn(Cc2ccc(Cl)cc2)c1)C1CCCC1	-0.7	-0.4	0.3	-1.8	8	-0.5	nt	-2	4
Cc1nn(-c2ccc(Cl)cc2)c2sc(C(=O)c3c(N)n(C)c(=O)n(C)c3=O)cc12	1.8	i	1.5	-1.0	-4	-3.6	nt	1	-6
COc1ccc(C(c2nnnn2Cc2ccccc2)N2CCC(n3c(=O)[nH]c4ccccc43)CC2)cc1 (stereo unspecified)	-0.9	nt	nt	nt	nt	-1.5	1.2	7	nt
O=C(C1CCC1)N1CCN(c2ccc(Cl)cc2)CC1	0.7	-0.1	-0.9	-5.7	1	-0.4	-4.4	1	9
CCOc1ccc2c(c1)sc(N)[n+]2Cc1cc(C)cc2cccnc12	1.5	-0.5	-2.0	-2.3	9	-1.4	nt	0	22
Cc1nc(N)nc(C)c1Cc1ccccc1	-0.1	5.9	0.0	0.2	2	-3.2	nt	3	5
C/C(=C/c1ccccc1)C(=O)N1CC(C)OC(C)C1 (stereo unspecified)	nt	i	-0.3	4.0	5	-1.5	1.1	0	-1
Cc1cc(=O)[nH]c2c1c(-c1ccccc1)nn2C	-0.5	-0.3	-1.8	-1.0	1	-0.5	0.3	3	5
COc1ccccc1OCCCOc1c(C)cc(C)cc1Br	-1.0	i	1.9	0.2	-2	-3.9	nt	1	25
O=C(COC(=O)c1ccc[nH]c1=O)NCCc1ccc(F)cc1	nt	-1.3	-0.8	-0.1	4	0.3	4.0	1	11
O=C(COc1ccccc1[N+](=O)[O-])c1ccccc1	nt	0.0	0.3	-0.5	0	-1.5	1.3	1	-9
Cc1cc(S(=O)(=O)N2CCCC(N3CCOCC3)C2)c(C)cc1Cl (stereo unspecified)	-4.1	i	0.3	0.1	10	0.2	0.3	8	-6
Cc1ccc(S(=O)(=O)N2CCSC2c2ccco2)cc1 (stereo unspecified)	-0.2	-0.5	1.6	0.6	-3	-4.7	nt	3	-1
Cc1ccn2cc(-c3cccc(NS(C)(=O)=O)c3)nc2c1	nt	0.2	-1.0	-0.7	4	0.4	0.4	37*	4
O=C(COC(=O)C1=Cc2ccccc2OC1)NCc1ccccc1	0.2	i	-0.9	nt	17	-0.8	2.1	5	6
Cc1ccccc1NC(=O)Cc1nc(COC(=O)c2ccc([N+](=O)[O-])cc2)cs1	1.3	i	-2.2	nt	-3	-3.2	-1.8	1	2
Cc1cnc(NC(=O)Cc2ccccc2Cl)s1	-1.0	-0.2	1.1	0.8	-2	0.2	2.9	-4	-2
Brc1ccc(N=C(c2ccccc2)c2ccncc2)cc1	nt	2.6	0.2	0.5	4	0.1	nt	6	2
SMILES	BioA inh	Vc quorum ag	PfHsp40 yeast	Mtb UGM inh	GDH-TPI inh	FadD28 FP inh	TcdB GH inh	Mtb FBA inh	Yp Topo-I inh
Oc1[nH]c2ccccc2c1OCc1ccncc1	-3.7	-3.2	-0.7	-3.2	-8	-2.4	nt	4	6
CN(c1ccccc1)S(=O)(=O)c1ccc(C(=O)NCCc2ccccc2)cc1	6.6	0.6	-1.0	-0.5	-7	-4.3	0.2	-2	19
CC(=O)c1ccc(-c2cccc(-c3cc(=O)oc4ccc(C(C)(C)C)cc34)c2)cc1	-2.4	i	2.1	nt	3	-3.7	0.8	-3	13
O=S(=O)(NCc1ccccc1)NCc1ccccc1F	0.7	-0.5	-0.7	-1.0	-4	-2.6	0.4	-4	-7
CN(CC(=O)Nc1ccccc1)CC(=O)Nc1ccc(F)cc1	4.0	i	1.9	0.4	0	0.3	0.9	1	3
COc1ccc(C2/C(=C(\O)c3cccc(OC)c3)C(=O)C(=O)N2c2ccccn2)cc1 (stereo unspecified)	-1.1	i	-0.9	2.4	11	-0.3	-1.8	-2	-1
O=C(O)c1ccc2ncsc2c1	nt	-0.5	-0.6	2.2	5	-0.2	-5.2	4	-6
Fc1ccc(C(CNC(=S)NC2CCCCC2)N2CCOCC2)cc1 (stereo unspecified)	nt	-0.4	-0.7	0.8	8	-2.7	0.6	3	4
O=C(O)c1csc(-c2cccc(Cl)c2)n1	-0.2	-0.3	0.5	0.6	7	-0.8	-0.8	3	13
C=C1C(=O)[C@@]23[C@H](O)C[C@@H]4C(C)(C)CC[C@H](O)[C@]4(C)[C@@H]2C[C@H](O)[C@@H]1[C@H]3O	2.5	i	7.7	0.5	-8	-0.1	-7.2	3	9
Cc1csc(-c2cnn(-c3ccccc3)c2NC(=O)c2ccc(C(F)(F)F)cc2)n1	nt	i	46*	1.0	15	-1.5	nt	-2	1
O=S(=O)(Cc1ccccc1Cl)NCCc1ccccc1	-0.1	-0.3	1.4	0.0	-1	-0.7	0.0	2	4
COc1ccc(NC(=O)CSc2nnc(C3CC3)n2N)cc1	-2.2	i	-0.2	1.3	1	-4.4	nt	0	6
CN1CCC(OC(=O)Cc2ccc(Cl)cc2)CC1	nt	2.7	1.8	-0.2	-1	-2.4	0.2	0	0
CC(C)Nc1nc(NCCOc2ccccc2Cl)c2sc(-c3ccccc3)cc2n1	-1.2	-0.5	nt	nt	12	-7.3	-0.8	6	-11
O=C(O)c1cccc(N/N=C/C2=C(Cl)c3cc(Cl)ccc3SC2)c1	nt	i	1.0	nt	3	1.1	-2.8	-12	-15
CCC(CC)NC(=O)c1cc([N+](=O)[O-])ccc1N1CCOCC1	nt	0.0	-0.5	0.8	16	-2.7	nt	-6	-1
CCOc1ccc(C(=O)NC(=S)Nc2cccc(S(=O)(=O)NC3=NCCC3)c2)cc1	nt	i	-0.2	1.4	2	-1.1	1.2	0	38
CCc1cc2cccc(C)c2nc1SCC(=O)Nc1nonc1C	-1.9	-0.5	-2.2	2.2	0	-0.9	1.0	-5	4
CC(Oc1ccc(F)cc1)C(=O)Oc1ccc(N(C)S(=O)(=O)c2ccccc2)cc1 (stereo unspecified)	-0.5	-0.3	-0.1	-1.9	1	0.6	0.7	1	?

High-throughput results (PubChem)
